Compound activity: PubChem, The Scripps Research Institute Molecular Screening Center
CHO-K1 Ca antag = counter-screen for M1 antagonists: effect in parental CHO-K1 cells | ATP-induced calcium, Fluo-8 fluorescence | inhibition, % at 3 µM | actives 0.6% (n = 360,000);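 active means inhibition above a per-plate cutoff, the plate's mean sample inhibition plus 3 SD, cut at about 24% in these data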;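 further: 0% = DMSO plus EC80 ATP and 100% = DMSO alone without ATP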
OXTR ag = agonists of human oxytocin receptor; actives 0.32% (n = 320,000); P30559; CHO-OTR cells, Fluo-8 calcium fluorescence; normalized: DMSO 0%, oxytocin 100%; activation, % at 3 µM;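 active means activation above the mean of all tested compounds plus 3 SD, cutoff set per screening run, cut at about 20% in these data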;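 further: peak over basal fluorescence ratio from a 100 s FLIPR kinetic read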
V1aR counter = counter-screen for oxytocin receptor agonists: human V1a receptor agonists. CHO-V1R cells, Fluo-8 calcium fluorescence, agonist mode; 0% DMSO, 100% 3 nM vasopressin. P37288. activation, % at 3 µM. actives 0.25% (n = 320,000);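 active means activation above the mean activation of all tested compounds plus 3 SD, per screening run, cut at about 20% in these data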;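 further: signal is peak over basal fluorescence ratio across a 100 second FLIPR read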
Target sequence (P37288 whole entry, looked up): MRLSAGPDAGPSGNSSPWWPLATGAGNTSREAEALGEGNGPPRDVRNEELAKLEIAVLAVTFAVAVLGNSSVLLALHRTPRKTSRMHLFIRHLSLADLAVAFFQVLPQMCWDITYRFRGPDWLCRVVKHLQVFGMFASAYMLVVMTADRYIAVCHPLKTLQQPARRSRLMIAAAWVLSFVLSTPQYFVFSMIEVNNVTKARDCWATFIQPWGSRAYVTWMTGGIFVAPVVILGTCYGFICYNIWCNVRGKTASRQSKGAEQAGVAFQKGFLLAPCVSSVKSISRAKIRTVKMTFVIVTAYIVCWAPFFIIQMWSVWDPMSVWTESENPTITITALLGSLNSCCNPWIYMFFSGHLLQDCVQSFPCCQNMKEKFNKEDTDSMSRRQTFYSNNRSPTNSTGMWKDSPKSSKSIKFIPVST
CHO-K1 Ca ag = M1 agonist counterscreen hit in parental CHO-K1 cells; activation, % at 3 µM; Fluo-8 calcium fluorescence; scaled to maximal ATP response, vehicle zero; actives 0.48% (n = 360,000); AID 602248; in the data active means activation above about 15%;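 further: untransfected CHO-K1 host cells lacking M1 receptor as counterscreen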
TAAR1 antag = antagonists of human TAAR1; CHO RD-HGA16 TAAR1, Fluo-8 calcium fluorescence, antagonist; inhibition, % at 3 µM; actives 1.5% (n = 360,000); AID 624466;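 active means inhibition above a per-plate cutoff, the mean inhibition of test compounds on that plate plus 3 SD, cut at about 49% in these data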;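 further: 0% = DMSO plus EC80 beta-PEA response and 100% = DMSO alone without agonist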
Target sequence (Q96RJ0 whole entry, looked up): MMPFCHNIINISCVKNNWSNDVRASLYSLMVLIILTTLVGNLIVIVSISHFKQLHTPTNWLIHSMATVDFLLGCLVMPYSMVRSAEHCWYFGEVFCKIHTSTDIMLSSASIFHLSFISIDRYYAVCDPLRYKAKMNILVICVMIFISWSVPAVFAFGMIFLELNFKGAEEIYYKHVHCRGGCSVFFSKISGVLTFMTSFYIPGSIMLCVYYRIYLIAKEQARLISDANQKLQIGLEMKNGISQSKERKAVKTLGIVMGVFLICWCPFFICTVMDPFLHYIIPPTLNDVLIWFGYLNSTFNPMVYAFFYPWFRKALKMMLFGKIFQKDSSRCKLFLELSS
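test system = CHO RD-HGA16 cells bearing hTAAR1 | replication = singlicate | controls = DMSO-only wells and EC80 β-PEA-stimulated wells | reagent = EC80 β-phenethylamine stimulus | read-out basis = percent inhibition of PEA-evoked calcium signal, max/basal emission ratio | schedule = seeding 17-24 h prior, 75-min 37 °C, 30-min RT dye loading | signal = kinetic Fluo-8 calcium fluorescence measurement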
CHO parental Ca = counter-screen: ATP calcium response change in parental CHO cells; parental CHO-K1, ATP-induced calcium, Fluo-8 fluorescence; inhibition, % at 5.6 µM; actives 0.63% (n = 330,000); AID 463079;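 active means inhibition above that plate's mean sample inhibition plus 3 SD, cut at about 26% in these data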;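 further: 0% = ATP-challenged DMSO wells and 100% = DMSO wells without ATP; some compounds past the cut are filed as inactive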
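Material: Parental CHO cells | Reagent: ATP | Compound dosing: Single nominal dose of 5.6 µM per compound | Detection: Intracellular calcium via Fluo-8 no-wash fluorescent dye | Read-out: % inhibition of ATP-induced calcium mobilization | Benchmarks: Low control ATP plus DMSO, high control DMSO only | Replicates: Singlicate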
GPR7 antagonist = human neuropeptides B/W receptor 1 antagonism | actives 1.1% (n = 290,000) | GPR7-expressing cells, fluorescence antagonist assay | inhibition, % at 4.4 µM | P48145 | AID 1861; in the data active means inhibition above about 16%, passing the limit was not always enough;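 further: cells stimulated with the agonist NPW; 0% = agonist with vehicle and 100% = vehicle without agonist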
Target sequence (P48145 whole entry, looked up): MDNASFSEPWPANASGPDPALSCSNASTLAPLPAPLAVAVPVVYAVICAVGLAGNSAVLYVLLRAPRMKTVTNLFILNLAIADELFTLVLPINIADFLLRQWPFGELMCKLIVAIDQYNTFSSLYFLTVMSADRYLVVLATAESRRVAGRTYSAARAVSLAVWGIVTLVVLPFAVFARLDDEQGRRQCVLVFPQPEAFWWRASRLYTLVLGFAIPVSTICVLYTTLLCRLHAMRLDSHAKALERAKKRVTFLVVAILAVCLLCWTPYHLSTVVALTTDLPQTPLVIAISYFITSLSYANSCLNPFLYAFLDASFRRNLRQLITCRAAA
OXTR potentiate = potentiates the human oxytocin receptor response; CHO-OTR cells, Fluo-8 calcium fluorescence, potentiator mode; 0% = oxytocin EC15, 100% = EC100; activation, % at 3 µM; actives 0.061% (n = 320,000); AID 2445;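 active means activation above that plate's cutoff, the mean activation of tested compounds plus 3 SD, cut at about 6.6% in these data, passing the limit was not always enough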;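 further: 100% uses oxytocin at 75 nM as the full agonist control; some results filed as inactive read as strong as hits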
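Replication – single well per compound, singlicate · Assay system – CHO cell line stably expressing human OTR · Timing – 6 min pre-incubation, 100 s read · Measure – normalized max/min fluorescence ratio, % activation · Doses – 3.0 µM, one dose · Detection – Fluo-8 calcium dye fluorescence · Probe or stimulus – oxytocin near EC15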
M1 PAM parental = counter-screen for M1 PAMs: effect in parental CHO-K1 cells. ATP EC20, Fluo-8 calcium fluorescence; 0% at ATP EC20, 100% at ATP max. activation, % at 3 µM. actives 0.02% (n = 360,000);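 active means activation above the run cutoff, the mean activation of all test compounds plus 3 SD, cut at about 40% in these data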;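 further: peak over basal fluorescence ratio in a 140 s read after ATP addition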
The depositor's hits bear a star; x = not tested or not shown. The order is random (roughly 3.5% active in at least one column).

SMILES	CHO-K1 Ca antag	OXTR ag	V1aR counter	CHO-K1 Ca ag	TAAR1 antag	CHO parental Ca	GPR7 antagonist	OXTR potentiate	M1 PAM parental
O=C(CN1CCN(S(=O)(=O)c2ccc(Br)s2)CC1)N1CCc2ccccc21	-5	x	x	-0.3	-6	x	x	x	15
COc1ccc(C)cc1NC(=O)CSc1ccc(Cl)cc1	2	-2.4	-0.9	-0.3	6	-20	-1	-8	11
COCCCNC(=O)CC1C[C@H](C(=O)N2CCOCC2)[C@@]2(CCC3CCCC3)c3[nH]c4ccc(OC)cc4c3CCN2C1=O (stereo partly drawn)	-19	x	x	0.7	-12	-27	x	x	19
CCCCC1=C([O-])C2N=CC=CC2=[N+](c2ccccn2)C1=O (stereo not drawn)	-7	0.7	0.6	0.8	-3	1	2	-15	15
CC(C)(C)NC(=O)NC(=O)CSc1nnc(COc2ccccc2Cl)o1	-9	3.4	3.7	3.6	34	-14	-3	-11	11
Cc1ccc(N2C(=O)N(CC(=O)Nc3ccc(F)c(F)c3)C(=O)C2C)cc1 (stereo not drawn)	1	2.0	1.2	1.1	-7	-12	x	0	1
COc1ccc(N2CCN(C3CCCN(Cc4cccc(C)c4)C3)CC2)cc1 (stereo not drawn)	-6	-1.1	0.4	0.1	-3	-16	-21	-10	1
COc1ccc(NC(=O)N(C)C[C@H]2OCCCC[C@@H](C)Oc3ccc(NC(=O)c4ccccc4)cc3C(=O)N([C@H](C)CO)C[C@@H]2C)cc1	-9	x	x	1.0	3	x	x	x	10
COCCOC1CCN(C(=O)C2CCC(=O)N(CCc3ccccc3)C2)CC1 (stereo not drawn)	-13	1.5	-0.1	1.6	-13	-8	3	3	12
NC(N)=NCCCc1cn(CC(=O)N2CCNCC2)nn1	-13	0.9	0.8	0.0	-4	-2	7	0	9
CCOc1ccc(CNC(=O)Cn2c(=O)c3cccn3c3ccccc32)cc1	-19	-0.2	0.5	1.1	-38	-14	-20	-6	5
N#Cc1ccc[n+](CC(=O)c2ccc(NC(=O)c3ccccc3)cc2)c1	-16	0.1	0.4	0.4	-7	-1	-3	2	17
CC(C)c1ccc(NC(=O)C(c2ccccc2)N(C)C(=O)c2cnccn2)cc1 (stereo not drawn)	-2	0.4	2.0	2.8	-12	-12	3	-3	11
O=C(NCCc1nnc2ccc(NCCCN3CCOCC3)nn12)c1ccccc1	-1	-0.1	0.0	1.5	-18	0	-17	-4	12
Cc1ccc(CNC(=O)CCS(=O)(=O)c2cccc3nsnc23)cc1	2	-2.3	-1.6	0.8	-15	-13	-11	-1	-2
Cc1ccc(Cl)cc1N1CCN(C(=O)c2ccc3c(c2)CCN3S(C)(=O)=O)CC1	4	6.9	10	1.6	12	13	29*	-15	3
CCC(=NNS(=O)(=O)c1ccc(C)cc1)c1ccccc1	-5	x	x	-0.2	-6	x	x	x	25
CCOCCCNCC(=O)Nc1ccc(S(=O)(=O)NC(C)CC)cc1 (stereo not drawn)	-7	0.6	-0.5	0.2	-25	-7	-1	-6	10
O=C(NCC1CCN(Cc2cccc(Cl)c2)CC1)Nc1ccc(Cl)cc1	-1	23*	19	11	1	5	29	-21	-8
Cc1cc(C(F)(F)F)cc(NNC(=O)NC(=O)c2ccccc2Cl)n1	-4	0.6	-0.2	0.5	9	-9	1	-12	-5
Cc1cc(NC(=O)Cc2csc(-c3ccccc3)n2)ccc1Br	-7	-2.1	0.0	1.0	6	-4	2	-6	27
COC(=O)Cc1csc(NC(=O)CSc2nnc3ccccn23)n1	4	-0.3	-0.2	0.1	-8	-2	-4	-4	4
O=C(Nc1ccc(CN2CCOCC2)cc1)c1ccc(-c2ccc(Cl)cc2Cl)o1	-8	-0.1	1.5	4.1	-27	-16	4	-13	3
O=C(OCC(=O)N1CCCC1)c1cc(=O)c2ccccc2o1	-2	1.7	1.2	-0.2	1	1	x	-1	-7
COC(=O)c1ccc(OC)c(CSc2nnc(COc3ccc(OC)cc3)o2)c1	-1	4.0	1.8	2.5	32	6	16	1	16
O=C(c1ccccc1)c1ccc(C(=O)N2CCN(c3ccccc3Cl)CC2)cc1	-18	-1.9	0.3	-0.7	3	-24	x	-4	-1
CCOC(=O)c1c(C)c(-c2ccccc2)n(CC(=O)NCCC(C)C)c1C	0	-1.7	-1.2	-0.1	-30	-13	-11	1	7
Cc1nc2ncnn2c(C)c1CCC(=O)N1CCN(c2ccccn2)CC1	-2	-0.4	-0.9	-0.1	5	1	-5	-5	-4
Cc1ccccc1N1CCN(CCCN2C(=O)C3CCCCN3C2=O)CC1 (stereo not drawn)	-13	1.0	0.4	1.0	7	-10	-11	-2	24
CC(C(=O)c1ccc(-c2ccccc2)cc1)[n+]1cccc(NC(=O)c2ccccc2)c1 (stereo not drawn)	-16	0.3	2.2	0.6	-28	-14	-5	7	22

3 records drawn at random from the list so far, as already listed:
SMILES	CHO-K1 Ca antag	OXTR ag	V1aR counter	CHO-K1 Ca ag	TAAR1 antag	CHO parental Ca	GPR7 antagonist	OXTR potentiate	M1 PAM parental
O=C(Nc1ccc(CN2CCOCC2)cc1)c1ccc(-c2ccc(Cl)cc2Cl)o1	-8	-0.1	1.5	4.1	-27	-16	4	-13	3
CCCCC1=C([O-])C2N=CC=CC2=[N+](c2ccccn2)C1=O (stereo not drawn)	-7	0.7	0.6	0.8	-3	1	2	-15	15
CC(C(=O)c1ccc(-c2ccccc2)cc1)[n+]1cccc(NC(=O)c2ccccc2)c1 (stereo not drawn)	-16	0.3	2.2	0.6	-28	-14	-5	7	22

Next part.
SMILES	CHO-K1 Ca antag	OXTR ag	V1aR counter	CHO-K1 Ca ag	TAAR1 antag	CHO parental Ca	GPR7 antagonist	OXTR potentiate	M1 PAM parental
COC(=O)[C@]1(C)N[C@H](CN(C)C(=O)c2ccc(F)cc2)[C@@H]2C(=O)N(Cc3ccccc3)C(=O)[C@@H]21	-11	0.1	0.5	-0.3	-26	-12	x	-4	0
CCOC(=O)C1CCN(C(=O)CCNC(=O)c2ccccc2OC)CC1	6	0.2	0.2	0.1	-24	-10	-10	2	-1
CC/C(=N\OC(=O)c1ccc(OC(C)C)cc1)c1ccc(C)cc1	3	-1.3	0.4	0.0	7	23	-5	-16	7
CCOC(=O)C1=CCN(S(=O)(=O)c2ccccc2F)C1c1cccc(Cl)c1 (stereo not drawn)	4	x	x	1.0	15	x	x	x	11
COc1cc(C(=O)NCc2cc(C)nc3ccccc23)cc(OC)c1OC	-6	0.0	0.5	1.3	-23	-10	-8	-2	9
Cc1ccc2[nH]c(=O)c(CN(CC3CCCO3)S(=O)(=O)c3c(C)ccc4nsnc34)cc2c1 (stereo not drawn)	-21	-0.5	0.8	1.4	19	-23	1	-8	21
CC(=O)c1cccc(Nc2ccc(-c3ccccc3F)nn2)c1	-12	-2.2	-1.3	2.4	-12	2	3	-1	13
Cc1ccc(NC(=O)C(=O)Nc2ccc(C)cn2)nc1	-7	0.1	1.4	0.3	14	-6	-8	-6	10
CCOc1ccc(S(=O)(=O)N2CCC(C(=O)NCc3cccnc3)CC2)cc1	-10	-0.5	-0.7	0.4	-25	2	-4	-7	11
COCCNC(=S)N/N=C(\C)CCc1ccc2c(c1)OCO2	-10	-0.5	0.4	-0.1	-8	-15	-5	-14	-5
C=CCn1c(-c2ccoc2C)n[nH]c1=S	7	0.1	0.8	0.3	10	6	-6	-1	-7
CCOC(=O)CSc1cc(C)nc(N)n1	-3	0.4	1.6	-0.1	1	10	-9	-12	-2
Cc1c(C(=O)O)cc(C(C)(C)C)n1CCSCCO	-15	1.1	-0.2	1.2	-13	4	-21	-2	21
CN(Cc1ccccc1)C(=O)CN1C(=O)C2C3C=CC(C3)C2C1=O (stereo not drawn)	-6	0.0	0.4	0.3	8	1	-13	-2	13
Cc1c(C(=O)NCCN2CCOCC2)oc2ccc(S(=O)(=O)N3CCCCCC3)cc12	-10	1.1	1.5	3.5	-1	-4	-5	-14	27
COc1ccc(NC2=C(NCCO)C(=O)c3ccccc3C2=O)cc1	5	-0.1	0.1	0.4	-5	-3	2	-10	3
C=CCN1C(=O)/C(=C\c2ccc(OC(=O)c3ccco3)c(OC)c2)SC1=S	5	3.2	3.0	1.1	-12	4	-19	-4	11
CCOC(=O)c1cnc2ccc(Cl)cc2c1Nc1ccc(S(=O)(=O)Nc2ncccn2)cc1	-3	-1.7	0.7	0.1	2	-7	-10	-5	13
Cc1cc(C)c(-c2cc(C)nc3ncnn23)c(C)c1	-10	0.8	1.1	0.1	-18	1	-12	2	-9
COC(=O)c1ccc(NC(=O)c2cccc(Cl)c2)o1	0	-0.2	-0.1	0.6	5	-13	-17	8	17
CCOC(=O)/C(C#N)=C/c1c(N2CCN(c3ccc(OC)cc3)CC2)nc2c(C)cccn2c1=O	-10	x	x	0.1	25	x	-11	x	-1
COCCCNc1nc2ccccc2nc1NS(=O)(=O)c1ccc(F)cc1	5	-0.4	0.8	9.2	-10	-3	-6	-11	10
CCC/C(C)=N/NC(=O)c1ccccc1O	1	2.9	1.9	2.4	-9	-15	-2	-9	19
O=c1c(Cl)c(N2CCC3(CC2)OCCO3)cnn1C12CC3CC(CC(C3)C1)C2	6	-0.2	0.3	0.0	-10	-6	-15	-1	-20
Cc1ccc2nc(-c3ccncc3)c(NC3CCCC3)n2c1	-1	-2.5	-1.5	1.1	0	-12	-1	-2	-9
CCOC(=O)CN1C(=O)S/C(=C/c2cc(C)n(C)c2C)C1=O	-10	0.0	1.6	0.7	-8	-14	-4	-16	24
Cc1ccc(-n2c(SCC(=O)Nc3cc(C)on3)nc3c(c2=O)SC(C)C3)cc1 (stereo not drawn)	-3	-1.6	-0.4	0.1	-20	-17	7	-5	11
CC(NC(=O)C12CC3CC(CC(C3)C1)C2)C(=O)NN=Cc1ccc([N+](=O)[O-])o1 (stereo not drawn)	-2	-0.4	0.1	0.2	14	-14	x	1	8
CN(C)CCCNC(=O)C[C@H]1C[C@H](C(=O)N2CCOCC2)[C@@]2(C)c3[nH]c4cc(CCC(=O)N(C)C)ccc4c3CCN2C1=O	-7	x	x	0.6	-5	-9	x	x	12
CCOC(=O)c1cc2c(N)c(C(=O)c3ccc(Br)cc3)sc2[nH]c1=O	3	1.2	1.2	0.1	8	5	-6	0	6
N#Cc1nc(-c2cccs2)oc1NCC1CCCO1 (stereo not drawn)	-4	0.3	1.0	1.0	-29	4	-2	-1	12
CCOc1ccc(Oc2nc(Nc3ccc(C)cc3)nc(N(C)C)n2)nn1	-10	-2.2	0.2	0.3	-9	-25	2	-10	3
O=Cc1cccn1Cc1ccccc1[N+](=O)[O-]	7	-0.5	0.8	0.2	-3	-5	-9	-6	-11
